HP1b binding inh: blocks HP1-beta chromodomain binding to methylated histone tails; AlphaScreen HP1-beta / biotin-H3K9me3 peptide binding; P83916; AID 540317; 390,000 compounds, 0.56% hits; Potency, µM (highest dose often 114 µM), for inactives: top-dose activity change, negative = inhibition, actives largely listed as inhibitors; note: potency is the fitted concentration of half-maximal effect; nearly all actives have a fitted effect of over 70% in size; inactives centre near 23
Target sequence (P83916 whole entry, looked up): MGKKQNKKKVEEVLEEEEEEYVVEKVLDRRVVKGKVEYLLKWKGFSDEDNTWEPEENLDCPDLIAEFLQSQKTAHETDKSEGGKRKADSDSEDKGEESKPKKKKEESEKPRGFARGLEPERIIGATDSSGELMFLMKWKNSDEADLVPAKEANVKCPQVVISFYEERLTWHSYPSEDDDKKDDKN
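AlphaScreen: HP1-beta (50 nM) preformed 30 min with biotin-H3(1-18)K9me3 peptide (50 nM) in PBS pH 7.4, 0.01% Tween-20. Compound added for 30 min at RT, then streptavidin donor/nickel chelate acceptor beads (10 ug/mL) for 30 min.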
GLS inhibitor: glutaminase GLS (human) inhibition. O94925. GLS enzymatic activity, qHTS titration. Potency, µM (titrated, usually from 45.5 µM), without a hit: at the highest dose activity change, negative = inhibition, hits mostly inhibitors. 410,000 compounds, 0.21% hits; note: potency is the fitted concentration of half-maximal effect; % is set by controls: 0 for no effect and ±100 for the full control effect
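Read-out is an Amplex red fluorescence increase coupled through glutamate oxidase and HRP, measured before and after 30 min room-temperature incubation. hKGA is in 45 mM KH2PO4 (pH 8.2) with 0.02% Tween-20; glutamine added as 1mM solution.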
PI4K2A block: blocks human PI4K2A kinase activity. Q9BTU6. purified PI4K2A, ADP-Glo luminescence, 1 h; active compounds read low. activity change, negative = inhibition, % at 76.9 µM. 420,000 compounds, 0.13% hits. AID 1346378; in the data active = activity change below about -50%; inconclusive = mostly about -30% to -49%;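 note: -100% = wells without enzyme as full effect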
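In this quantitative HTS, ADP production by PI4K2A was quantified luminescently after 1 h at ambient temperature; 100 microM adenosine served as plate-quality control.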
Tb PGK inh: inhibitors of T. brucei phosphoglycerate kinase | AID 602233 | 380,000 compounds, 0.043% hits | P07378 | Potency, µM (series often up to 57.5 µM), without a hit: at the top dose activity change, negative = inhibition, hits mostly inhibitors | PGK/GAPDH coupled, Kinase-Glo luminescence, 60 min; note: potency is the fitted concentration of half-maximal effect; % is set by controls: 0 for no effect and ±100 for the full control effect; nearly all actives have a fitted effect of over 60% in size
Target sequence (P07378 whole entry, looked up): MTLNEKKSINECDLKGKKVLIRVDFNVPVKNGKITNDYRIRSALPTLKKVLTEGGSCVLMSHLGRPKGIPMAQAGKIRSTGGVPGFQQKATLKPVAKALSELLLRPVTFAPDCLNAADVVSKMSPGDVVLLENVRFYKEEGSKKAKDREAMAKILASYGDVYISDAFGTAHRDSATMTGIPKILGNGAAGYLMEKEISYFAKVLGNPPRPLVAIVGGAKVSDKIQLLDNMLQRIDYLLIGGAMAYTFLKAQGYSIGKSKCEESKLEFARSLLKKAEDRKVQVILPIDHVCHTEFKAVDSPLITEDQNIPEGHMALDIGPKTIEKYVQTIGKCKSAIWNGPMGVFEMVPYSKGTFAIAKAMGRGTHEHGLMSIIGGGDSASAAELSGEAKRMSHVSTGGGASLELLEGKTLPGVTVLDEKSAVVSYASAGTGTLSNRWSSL
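Luminescent ATP detection (Kinase-Glo Plus) follows a 60-minute room-temperature incubation, with wells lacking PGK as controls. Buffer: 100 mM TEA (pH 7.6), 5 mM MgCl2, 0.01% Tween-20. Coupling enzyme GAPDH (100 nM final) supplies unstable 1,3-BPG in-well.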
POLH inh: DNA polymerase eta (human) inhibition; Potency, µM (top dose mostly 114 µM), inactives show at the highest dose activity change, negative = inhibition, usual class: inhibitors; 390,000 compounds, 1.2% hits; recombinant Pol eta, fluorescent DNA replication assay; Q9Y253; note: potency is the fitted concentration of half-maximal effect; % is set by controls: 0 for no effect and ±100 for the full control effect
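Pol eta at 10 nM preincubated with compounds 15 min at room temperature; reaction started with fluorescent substrate (50 nM final) and read kinetically at 0 and 10 min.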
G9a inh: inhibitors of human histone lysine methyltransferase G9a; AID 504332; Potency, µM (top dose mostly 102 µM), without a hit: at the top dose activity, negative = inhibition, usual class: inhibitors; Q96KQ7; G9a H3K9 monomethylation, AlphaScreen, 2 h; 350,000 compounds, 8.8% hits; note: potency is the fitted concentration of half-maximal effect; % is set by controls: 0 for no effect and ±100 for the full control effect; nearly all actives have a fitted effect of over 75% in size
Target sequence (Q96KQ7 913-1193 limits assumed): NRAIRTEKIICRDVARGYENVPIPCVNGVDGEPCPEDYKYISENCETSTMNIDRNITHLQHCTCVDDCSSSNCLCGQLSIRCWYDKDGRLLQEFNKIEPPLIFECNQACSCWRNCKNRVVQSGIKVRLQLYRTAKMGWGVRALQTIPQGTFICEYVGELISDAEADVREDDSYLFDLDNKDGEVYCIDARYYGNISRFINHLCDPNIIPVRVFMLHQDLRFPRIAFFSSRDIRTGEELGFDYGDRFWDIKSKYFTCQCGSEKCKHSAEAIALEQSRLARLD
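Compounds were preincubated with 20 nM G9a for 15 min, after which biotinylated H3K9 peptide (500 nM) and SAM (20 uM) started a 2 h room-temperature reaction. Monomethylated product was quantified by antibody-based AlphaScreen chemiluminescence.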
BAZ2B block: inhibitors of human BAZ2B bromodomain; Q9UIF8; Potency, µM (titrated, usually from 114 µM), for inactives: top-dose activity change, negative = inhibition, usual class: inhibitors; AlphaScreen BAZ2B-H3K14Ac peptide displacement; 360,000 compounds, 4.4% hits; note: potency is the fitted concentration of half-maximal effect; % is set by controls: 0 for no effect and ±100 for the full control effect; nearly all actives have a fitted effect of over 60% in size
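Complex of BAZ2B and biotin-H3K14Ac (50 nM apiece) forms over 30 min at RT, then faces library compounds up to 110 uM for another 30 min; AlphaScreen beads added, 20 min dark incubation, luminescence read.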
Pin1 inhibitor: human Pin1 inhibition. Q13526. Pin1 FP peptide displacement, HiFluor488, 10 min. Potency, µM (highest dose often 115 µM), without a hit: at the highest dose activity, negative = inhibition, most hits filed as inhibitors. 390,000 compounds, 0.009% hits. AID 504891; active = well fitted inhibition curve with a large enough effect in the polarisation, with a control signal flat, not every such curve was filed as active; inconclusive = small, poorly fitted or top-dose-only effect, or effect the other way, or a change in a side signal; inactive = no such curve, though single readings can be large or run the other way; the % refers to the polarisation; note: potency is the fitted concentration of half-maximal effect; % is set by controls: 0 for no effect and ±100 for the full control effect
Target sequence (Q13526 whole entry, looked up): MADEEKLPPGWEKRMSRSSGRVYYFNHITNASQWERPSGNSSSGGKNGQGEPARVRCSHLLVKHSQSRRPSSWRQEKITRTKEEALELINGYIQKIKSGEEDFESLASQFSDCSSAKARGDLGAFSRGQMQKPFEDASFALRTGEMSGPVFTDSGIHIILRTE
JMJD2A Tudor: inhibitors of human JMJD2A Tudor domain; O75164; AlphaScreen JMJD2A-Tudor / H3K4me3 peptide binding; Potency, µM (top dose mostly 114 µM), for inactives: at the top dose activity change, negative = inhibition, actives largely listed as inhibitors; 390,000 compounds, 4.4% hits; note: potency is the fitted concentration of half-maximal effect; % is set by controls: 0 for no effect and ±100 for the full control effect; nearly all actives have a fitted effect of over 50% in size
An asterisk follows results filed as active; & = joins results of further samples; [ ] = dose if it differs, or a comment. Unless noted, calls come from the whole dose curve; as a rule, active = well fitted curve in the direction sought with a large enough effect; inconclusive = small, poorly fitted or top-dose-only effect, or another doubt; inactive = no such curve, though single readings can be large; an effect the other way counts as inactive or inconclusive. An excerpt; rates above refer to the full screens.

Sample of the layout:
`Nc1nc(COc2ccc(F)cc2)nc(N2CCCCC2)n1` gave HP1b binding inh 24%, GLS inhibitor 0%, PI4K2A block -3, Tb PGK inh -8%, POLH inh -3%, G9a inh 3%, BAZ2B block inconclusive, Pin1 inhibitor 7% and JMJD2A Tudor -15%.
`CSc1ccccc1NC(=O)CN(C)Cc1c(O)ccc2ccccc12` gave HP1b binding inh -12%, GLS inhibitor -31%, PI4K2A block -5, Tb PGK inh -8%, POLH inh -11%, G9a inh 2.2µM*, BAZ2B block inconclusive, Pin1 inhibitor 0% and JMJD2A Tudor 56µM*.

The list itself, previewed entries included:
`Nc1nc(COc2ccc(F)cc2)nc(N2CCCCC2)n1` gave HP1b binding inh 24%, GLS inhibitor 0%, PI4K2A block -3, Tb PGK inh -8%, POLH inh -3%, G9a inh 3%, BAZ2B block inconclusive, Pin1 inhibitor 7% and JMJD2A Tudor -15%.
`CSc1ccccc1NC(=O)CN(C)Cc1c(O)ccc2ccccc12` gave HP1b binding inh -12%, GLS inhibitor -31%, PI4K2A block -5, Tb PGK inh -8%, POLH inh -11%, G9a inh 2.2µM*, BAZ2B block inconclusive, Pin1 inhibitor 0% and JMJD2A Tudor 56µM*.
Cc1cc(NC(=O)c2cc3n(n2)C(C(F)(F)F)CC(c2ccco2)N3)no1 (stereo not given) was read as HP1b binding inh 13%, GLS inhibitor 5%, PI4K2A block 1, Tb PGK inh -6%, POLH inh -14%, G9a inh 12%, BAZ2B block 5%, Pin1 inhibitor 13% and JMJD2A Tudor -17%.
`COc1ccc(CSc2nncn2N)cc1Br` gave HP1b binding inh 22%, GLS inhibitor 15%, PI4K2A block -9, Tb PGK inh 13%, POLH inh -6%, G9a inh -25%, BAZ2B block 6%, Pin1 inhibitor 2% and JMJD2A Tudor -17%.
Screening CCOc1ccc(S(=O)(=O)N(C)c2ccc(OCC(=O)Nc3nc4ccccc4s3)cc2)cc1 returned HP1b binding inh 6%, GLS inhibitor 3%, PI4K2A block -2, Tb PGK inh 0%, POLH inh -16%, G9a inh -2%, BAZ2B block -21%, Pin1 inhibitor 12% and JMJD2A Tudor -23%.
`CCN(c1ccccc1)c1nc(Cl)nc2c1cnn2C` gave HP1b binding inh -27%, GLS inhibitor -22%, PI4K2A block 1, Tb PGK inh -2%, POLH inh -13%, Pin1 inhibitor 1% and JMJD2A Tudor -6%.
CCc1ccccc1NC(=O)c1cc2sc(Cl)cc2n1CC was read as HP1b binding inh 26%, GLS inhibitor -15%, PI4K2A block 3, Tb PGK inh inactive, POLH inh -9%, G9a inh 3%[59 µM], BAZ2B block 10%, Pin1 inhibitor 4% and JMJD2A Tudor -12%.
O=C(COc1ccc(Br)cc1)N1CCN(c2ncccn2)CC1 was read as HP1b binding inh 51%[activator], GLS inhibitor 9%, PI4K2A block -1, Tb PGK inh 2%, POLH inh -6%, G9a inh 19%[2.33 µM], BAZ2B block 4%, Pin1 inhibitor 3% and JMJD2A Tudor -8%.
Cc1ccc(S(=O)(=O)N2C[C@H]3N(C(=O)OC(C)C)N(C(=O)OC(C)C)C[C@H](OC(=O)Nc4c(C)noc4C)[C@@]3(O)C2)cc1 was read as GLS inhibitor 4%, PI4K2A block 0, Tb PGK inh inactive and POLH inh -3%.
Screening Cc1cc(C)cc(NC(=S)NC2CC3CCCC(C2)N3CC(C)C)c1 (stereo not given) returned HP1b binding inh 27%, GLS inhibitor 0%, PI4K2A block -2, Tb PGK inh 8%, POLH inh -12%, G9a inh inconclusive, BAZ2B block -21%, Pin1 inhibitor 7% and JMJD2A Tudor 5%.
S=C(NCCN1CCOCC1)Nc1ccccc1Cl was read as HP1b binding inh 27%, GLS inhibitor 8%, PI4K2A block -2, Tb PGK inh inactive, POLH inh -9%, G9a inh -6%[59 µM], BAZ2B block 20%, Pin1 inhibitor -2% and JMJD2A Tudor -1%.
Screening CCCCCn1c(SCCOCC)nc2c1c(=O)[nH]c(=O)n2C returned HP1b binding inh 1%, GLS inhibitor -2%, PI4K2A block -3, Tb PGK inh -1%, POLH inh -7%, G9a inh -8%, BAZ2B block 2%, Pin1 inhibitor -4% and JMJD2A Tudor -17%.
COc1ccc(-n2nc(C(=O)Nc3cccc(C(F)(F)F)c3)c3c4ccccc4n(C)c3c2=O)cc1 was read as HP1b binding inh 9%, GLS inhibitor -4%, PI4K2A block 5, G9a inh 0%[59 µM], Pin1 inhibitor -3% and JMJD2A Tudor -16%.
Screening O=C(c1nn2cccnc2c1Cl)N1CCN(c2ccccc2)CC1 returned HP1b binding inh 9%, GLS inhibitor -1%, PI4K2A block -5, Tb PGK inh -6%, POLH inh -11%, G9a inh -4%[59 µM], BAZ2B block 10%, Pin1 inhibitor 0% and JMJD2A Tudor -6%.
`COc1ccc(Br)cc1CNC(=O)C1CCC(=O)N1C(C)C` (stereo not given) gave HP1b binding inh 30%, GLS inhibitor -1%, PI4K2A block 2, Tb PGK inh -4%, POLH inh -16%, Pin1 inhibitor -1% and JMJD2A Tudor -5%.

Retrieved by compound from the list above:
O=C(COc1ccc(Br)cc1)N1CCN(c2ncccn2)CC1 was read as HP1b binding inh 51%[activator], GLS inhibitor 9%, PI4K2A block -1, Tb PGK inh 2%, POLH inh -6%, G9a inh 19%[2.33 µM], BAZ2B block 4%, Pin1 inhibitor 3% and JMJD2A Tudor -8%.
Screening CCCCCn1c(SCCOCC)nc2c1c(=O)[nH]c(=O)n2C returned HP1b binding inh 1%, GLS inhibitor -2%, PI4K2A block -3, Tb PGK inh -1%, POLH inh -7%, G9a inh -8%, BAZ2B block 2%, Pin1 inhibitor -4% and JMJD2A Tudor -17%.

(listing goes on)
`C=CCN(c1ccccc1OC)S(=O)(=O)c1cccc(C(=O)OCC(=O)N2CC(C)OC(C)C2)c1` (stereo not given) gave HP1b binding inh 24%, GLS inhibitor 8%, PI4K2A block 0, Tb PGK inh 0%, POLH inh -20%, Pin1 inhibitor -4% and JMJD2A Tudor -13%.
Cc1[nH]nc(N=CC2=C(O)CC(c3ccco3)CC2=O)c1-c1ccccc1 (stereo not given) was read as HP1b binding inh 10%&21%, GLS inhibitor 4%&7%, PI4K2A block 3&1, Tb PGK inh -3%, POLH inh -21%&-8%, G9a inh inconclusive, BAZ2B block -39%, Pin1 inhibitor inconclusive and JMJD2A Tudor -14%&-28%.
For CC(=O)c1ccccc1-c1csc2ncnc(Sc3nnnn3C)c12 the results were HP1b binding inh 45%[activator], GLS inhibitor -10%, PI4K2A block 5, Tb PGK inh -6%, POLH inh -8%, G9a inh inconclusive, BAZ2B block -29%, Pin1 inhibitor 1%&-5% and JMJD2A Tudor -14%&-15%.
CC(=O)NCCc1ccc(C(=O)COC(=O)c2ccc(C)s2)cc1 was read as GLS inhibitor -1%, PI4K2A block -3, Tb PGK inh 0% and POLH inh -1%.
For COc1ccc(C2/C=C\CN3CCC[C@H]3C(=O)N2Cc2ccc(F)cc2)cc1 (stereo not given in full) the results were HP1b binding inh 10%, GLS inhibitor 5%, PI4K2A block -2, Tb PGK inh -3%, POLH inh -23%, Pin1 inhibitor 39%[activator] and JMJD2A Tudor -19%.
`CC(C)NC(=O)N(C)C[C@H]1Oc2ccc(NS(=O)(=O)c3cn(C)cn3)cc2C(=O)N([C@H](C)CO)C[C@@H]1C` gave HP1b binding inh -22%, GLS inhibitor inconclusive, PI4K2A block 0, Tb PGK inh -11%, POLH inh 4%, Pin1 inhibitor 1% and JMJD2A Tudor 40µM*.
CS(=O)(=O)N1CCC(C(=O)c2cccc(Cl)c2)CC1 was read as HP1b binding inh 17%, GLS inhibitor 4%, PI4K2A block -6, Tb PGK inh -4%, POLH inh 1%, G9a inh -7%[59 µM], BAZ2B block 7%, Pin1 inhibitor -1% and JMJD2A Tudor -5%.
Screening CCOc1ccc(NC(=O)CSc2nnc(C)n2CCCOC)cc1 returned HP1b binding inh 33%, GLS inhibitor -9%, PI4K2A block 5, Tb PGK inh -8%, POLH inh -7%, G9a inh -6%, BAZ2B block -3%, Pin1 inhibitor -2% and JMJD2A Tudor -3%.
For Cc1cc(N2CCN(CC(O)C(F)(F)F)CC2)c2ccccc2n1 (stereo not given) the results were HP1b binding inh 34%, GLS inhibitor -2%, PI4K2A block 0, Tb PGK inh -1%, POLH inh -14%, G9a inh 5%, BAZ2B block 11%, Pin1 inhibitor -6% and JMJD2A Tudor -10%.
COc1ccc(C(=O)Nc2ccccc2C(=O)NCc2cccnc2)cc1 was read as HP1b binding inh 34%, GLS inhibitor -3%, PI4K2A block -4, Tb PGK inh 0%, POLH inh -22%, G9a inh 19%, BAZ2B block 4%, Pin1 inhibitor -4% and JMJD2A Tudor -7%.
For COc1ccc(C2C(C#N)=C(N)Oc3cc(O)ccc32)cc1Cl (stereo not given) the results were HP1b binding inh 9%, GLS inhibitor 12%, PI4K2A block -2, Tb PGK inh -1%, POLH inh -14%, G9a inh inconclusive, BAZ2B block -38%, Pin1 inhibitor 15% and JMJD2A Tudor -29%.
For O=S(=O)(Nc1ncnc2sc3c(c12)CCC3)c1ccc2ccccc2c1 the results were HP1b binding inh -4%, GLS inhibitor 7%, PI4K2A block -12, Tb PGK inh -5%, POLH inh inconclusive, G9a inh -6%[12.7 µM], BAZ2B block inconclusive, Pin1 inhibitor 1% and JMJD2A Tudor -33%.
CCc1ccc(Oc2nc([N+](=O)[O-])nn2C)cc1 was read as HP1b binding inh 19%, GLS inhibitor -3%, PI4K2A block 2, Tb PGK inh -7%, POLH inh 0%, G9a inh 13%, BAZ2B block -3%, Pin1 inhibitor 0% and JMJD2A Tudor -19%.
